FEN1 inh: qHTS Assay for the Inhibitors of Human Flap endonuclease 1 (FEN1) | AID 588795, 2011 | 390,000 tested, 0.35% active | P39748 | Potency, µM (series often up to 114 µM), without a hit: top-dose activity change, negative = inhibition, most hits filed as inhibitors | Recombinant FEN1 flap cleavage, fluorescence, 15 min; also: nearly all actives have a fitted effect of over 65% in size
Target sequence (P39748 whole entry, looked up): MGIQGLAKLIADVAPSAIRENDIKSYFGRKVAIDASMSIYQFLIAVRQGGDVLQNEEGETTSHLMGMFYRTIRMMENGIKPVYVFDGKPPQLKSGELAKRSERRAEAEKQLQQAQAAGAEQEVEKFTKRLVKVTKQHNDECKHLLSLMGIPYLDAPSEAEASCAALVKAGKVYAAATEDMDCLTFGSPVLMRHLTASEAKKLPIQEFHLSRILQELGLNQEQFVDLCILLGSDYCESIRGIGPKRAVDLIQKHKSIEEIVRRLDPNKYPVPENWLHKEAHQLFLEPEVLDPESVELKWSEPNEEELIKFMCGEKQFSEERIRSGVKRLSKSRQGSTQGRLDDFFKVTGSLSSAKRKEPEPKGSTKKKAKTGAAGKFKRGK
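In this screen, 50 nM flap DNA substrate was added to 10 nM FEN1 pretreated with compound for 15 min at room temperature; cleavage was followed with reads at 0 and 15 min, and Hill fitting gave concentration–response parameters.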
TDP1 block: qHTS Assay for Inhibitors of Tyrosyl-DNA Phosphodiesterase (TDP1) | recombinant TDP1, AlphaScreen DNA substrate cleavage | Potency, µM (highest dose often 130 µM), for the others: at the top dose activity change, negative = inhibition, hits mostly inhibitors | 350,000 tested, 0.28% active; also: nearly all actives have a fitted effect of over 40% in size
Target sequence (Q9NUW8 whole entry, looked up): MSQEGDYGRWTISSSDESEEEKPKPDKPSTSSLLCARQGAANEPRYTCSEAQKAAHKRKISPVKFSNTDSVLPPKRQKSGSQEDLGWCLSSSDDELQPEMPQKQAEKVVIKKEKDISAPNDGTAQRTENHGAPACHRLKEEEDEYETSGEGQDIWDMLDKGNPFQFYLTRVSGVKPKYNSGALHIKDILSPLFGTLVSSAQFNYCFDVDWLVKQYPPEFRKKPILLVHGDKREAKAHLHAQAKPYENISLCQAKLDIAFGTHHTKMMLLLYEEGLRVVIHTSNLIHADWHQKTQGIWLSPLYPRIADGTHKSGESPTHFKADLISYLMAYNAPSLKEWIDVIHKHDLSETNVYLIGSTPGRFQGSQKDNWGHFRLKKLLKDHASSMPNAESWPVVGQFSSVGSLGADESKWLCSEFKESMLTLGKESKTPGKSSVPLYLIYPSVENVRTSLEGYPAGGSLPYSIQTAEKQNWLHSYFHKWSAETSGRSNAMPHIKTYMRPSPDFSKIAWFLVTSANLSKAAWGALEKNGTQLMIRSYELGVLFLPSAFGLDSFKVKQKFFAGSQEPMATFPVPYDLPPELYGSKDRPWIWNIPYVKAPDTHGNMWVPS
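E. coli-derived human Tdp1, 1 nM final. Cpd preinc 15 min RT; substrate 15 nM final, 5 min RT; AS bead mix 10 ug/ml final, 10 min RT. Signal loss = tyrosine-FITC cleavage. No-enzyme wells = max signal.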
N370S GC: qHTS Assay for Inhibitors and Activators of N370S glucocerebrosidase as a Potential Chaperone Treatment of Gaucher Disease; N370S GC spleen homogenate, 4MU-glucoside fluorescence; Potency, µM (titrated, usually from 59.4 µM), for the others: at the highest dose activity change, negative = inhibition, hits mostly inhibitors; 330,000 tested, 0.092% active; AID 2101, 2009;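 also: 0% = full enzyme activity and -100% = no enzyme basal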
* hit, by the source's call; ? = inconclusive; . = no result given; & = joins results of further samples; [ ] = remark or other dose. Calls follow the shape of the dose curve; as a rule, active = well fitted curve in the direction sought with a large enough effect; inconclusive = small, poorly fitted or top-dose-only effect, or another doubt; inactive = no such curve, though single readings can be large; an effect the other way counts as inactive or inconclusive. Unless noted, % is scaled to controls: 0 for no effect and ±100 for the full control effect; potency is read from the fitted curve at half-maximal effect.

(1) Oc1c(C(c2ccccc2)N2CCOCC2)sc2nc(-c3ccco3)nn12 (stereo not given)
(2) O=C(c1c[nH]c2ccc(S(=O)(=O)N3CCOCC3)cc2c1=O)N1CCCC1
(3) Cc1ccccc1NCC(=O)N/N=C/C(Br)=C/c1ccccc1
(4) NCCc1nnc(SCc2ccccc2F)o1
(5) Cc1cc(N)n(-c2ncnc3scc(-c4ccc(Cl)cc4)c23)n1
assay / entry,1,2,3,4,5
N370S GC,.,?,13%,-8%,7%
FEN1 inh,21%,-2%,6%,-8%,-14%
TDP1 block,-3%,-1%,-7%,4%,2%[56.1 µM]

(6) Cc1cc(C(C)(C)C)oc1C(=O)N(CC(=O)NC1CCCC1)Cc1ccc(Cl)cc1
(7) CCOC(=O)C(=CNc1cc(C)ccc1-n1cccc1)C(=O)OCC
(8) CCCN1CC(CSC)C[C@H]2c3cccc4[nH]cc(c34)C[C@H]21 (stereo not given in full)
(9) CC(C)C(NC(=O)c1ccccc1F)C(=O)NCCc1ccccn1 (stereo not given)
(10) Cc1ccccc1-n1ncc2c1CC(C)(C)CC2NC(=O)CN1CCCC1=O (stereo not given)
assay / entry,6,7,8,9,10
N370S GC,5%,-18%,2%,6%,-8%
FEN1 inh,1%,-15%,.,-6%,2%
TDP1 block,3%,.,14%[56.1 µM],3%,1%

(11) CCOC(=O)Cc1c(C)nc2cc(-c3ccc(C)cc3)[nH]n2c1=O
(12) COc1ccc(NC2CCCN(C(=O)c3c(C)noc3C)C2)cc1 (stereo not given)
(13) COc1c(C)cc(C(=O)C2CCCN(C(=O)C3=C(C)OCCO3)C2)cc1C (stereo not given)
(14) Cc1ccc(C)c(NC(=O)CCC(=O)NNS(=O)(=O)c2ccc(Cl)cc2)c1
(15) Cc1cccnc1NC(=O)CN1C(=O)COc2ccc(Cl)cc21
assay / entry,11,12,13,14,15
N370S GC,1%,0%,21%,.,5%
FEN1 inh,-15%,14%,4%,5%,8%
TDP1 block,2%,3%,.,0%,.

(16) O=C(Nc1nnc(C23CC4CC(CC(C4)C2)C3)s1)c1ccco1
(17) CC(=O)Nc1ccc(S(=O)(=O)N(C)CC(=O)N/N=C/c2ccc(C(=O)O)cc2)cc1
(18) Cc1nc(-c2ccc(F)cc2)c(CC(=O)N(C)CC(=O)Nc2ccccc2Br)s1
(19) CCN(CC)S(=O)(=O)c1ccc(N2CCOCC2)c(NC(=O)c2cc3ccccc3oc2=O)c1
(20) Cc1ccc(S(=O)(=O)N2C3C=CC(C3)C2C(=O)O)cc1 (stereo not given)
assay / entry,16,17,18,19,20
N370S GC,13%,-1%,0%,?,14%
FEN1 inh,-4%,-1%,-3%,-4%,-2%
TDP1 block,-9%,.,.,5%,-1%

(21) CNC(=O)CN(c1ccc(Oc2ccccc2)cc1)S(=O)(=O)c1ccc(C)cc1
(22) O=C(c1cccs1)N(Cc1ccc(Cl)cc1)C1CCS(=O)(=O)C1 (stereo not given)
(23) O=C(c1ccc(-c2ccc([N+](=O)[O-])cc2)o1)N1CCCCC1
(24) COc1ccc(C(=O)C2CCCN(Cc3c[nH]c4ccccc34)C2)c(OC)c1 (stereo not given)
(25) NN1C(=O)/C(=C\c2ccco2)SC1=S
assay / entry,21,22,23,24,25
N370S GC,-1%,-9%,-2%,-9%,-13%
FEN1 inh,0%,-2%,-13%,2%,1%
TDP1 block,3%,3%,7%,.,.

(26) Cc1cc2ccccc2c(=O)n1CC(=O)NCC(=O)N1CCCC(C)C1 (stereo not given)
(27) O=C1C=CC2C(c3ccc4c(c3)OCO4)CC1N2Cc1ccccc1 (stereo not given)
(28) Cc1ccc(NC(=O)Cn2c(=O)n(Cc3nc(C)no3)c(=O)c3cc4c(cc32)OCO4)cc1
(29) CN(Cc1cnn(C)c1)S(=O)(=O)c1cccc([N+](=O)[O-])c1
(30) Cc1ccc(S(=O)(=O)NCC(=O)OCC(=O)Nc2ccc(C)c(S(=O)(=O)N3CCOCC3)c2)cc1
assay / entry,26,27,28,29,30
N370S GC,2%,-12%,.,5%,.
FEN1 inh,8%,-7%,4%,12%,14%
TDP1 block,4%,-5%,-3%,5%,3%

(31) CCCCOc1ccc(C(=O)N2CCN(c3ncccn3)CC2)cc1
(32) COc1ccc(CCNC(=O)c2ccc(CS(=O)Cc3ccc(Cl)cc3)o2)cc1OC (stereo not given)
(33) Cc1c(-c2ccc(Cl)cc2)c(=O)oc2c(CN3CCN(C)CC3)c(O)ccc12
(34) COc1ccc(Br)cc1CNc1ccc(O)cc1
(35) CNC(=S)N(Cc1cccs1)Cc1cc2cc(OC)c(OC)cc2[nH]c1=O
assay / entry,31,32,33,34,35
N370S GC,-4%,0%,.,?,13%
FEN1 inh,17%,20%,-2%,-12%,?
TDP1 block,.,1%,3%,12%,8%

(36) COc1cccc(/C=N/NC(=O)CNC(=O)/C=C\c2ccccc2)c1O
(37) Cc1ccc(S(=O)(=O)c2cc(C)cc(S(=O)(=O)Nc3ccc(C(=O)O)cc3)c2C)cc1
(38) COc1ccc(CN2CCCCCC2)cc1
(39) CCN(CC)S(=O)(=O)c1ccc2c(c1)N(CC(=O)NCCc1ccccc1)C(=O)CO2
(40) O=C(NCC1CCCO1)C1CCN(S(=O)(=O)c2cccc3nonc23)CC1 (stereo not given)
assay / entry,36,37,38,39,40
N370S GC,-34%,-9%,-1%,.,-2%
FEN1 inh,5%,-11%,10%,-8%,-3%
TDP1 block,0%,.,.,8%,0%

(41) O=C(O)CN1C(=O)/C(=C/C=C/c2ccccc2)SC1=S
(42) COc1cccc(NC(=O)CN(C)C(=O)CN2C(=O)NC3(CCCC3)C2=O)c1
(43) Cc1cc(C)nc(S/C=C/C(=O)c2ccc(F)cc2)n1
(44) CCOc1ccc(-c2nc(CNC(=O)Nc3ccccc3)c(C)o2)cc1
(45) O=C(CCN1C(=O)/C(=C/c2ccc3c(c2)OCO3)SC1=S)Nc1ccc(C(=O)O)cc1
assay / entry,41,42,43,44,45
N370S GC,7%,-3%,8%,.,-3%
FEN1 inh,-1%,-1%,.,4%,?
TDP1 block,0%,0%,4%,4%,.

(46) c1nc(NC2CCCCC2)c2[nH]cnc2n1
(47) Cc1nc2nc(-c3cccnc3)[nH]n2c(=O)c1Cc1ccccc1
(48) O=C(Cn1nc(-c2ccccc2)c2ccccc2c1=O)NCCO
(49) N#CC(C(=S)Nc1ccccc1)c1nc2ccccc2[nH]1 (stereo not given)
(50) CCC(C)[C@H](N)c1nnc(SCC(=O)Nc2cccc(Cl)c2)o1 (stereo not given in full)
assay / entry,46,47,48,49,50
N370S GC,4%,-16%,2%,-10%,-4%
FEN1 inh,-6%&-5%,-2%,-2%,-8%,0%
TDP1 block,9%,4%,.,.,2%

(51) Cc1sc2ncnc(Nc3ccc(N4CCOCC4)cc3)c2c1-c1ccccc1
(52) CN(CC(=O)Nc1ccc(Cl)cc1)C(=O)c1ccc(-n2cncn2)c([N+](=O)[O-])c1
(53) CC(C)Cc1cc(C(=O)Nc2cc(C(F)(F)F)ccc2Cl)no1
(54) O=C(Nc1ccc(OC(F)(F)F)cc1)C1CC(=O)N(Cc2ccco2)C1 (stereo not given)
(55) COc1ccc(CCN2CC(C(=O)Nc3nccs3)CC2=O)cc1OC (stereo not given)
assay / entry,51,52,53,54,55
N370S GC,11%,1%,8%,.,.
FEN1 inh,4%,4%,-3%,-1%,-2%
TDP1 block,-3%,7%,-7%,3%,-10%

(56) COCCCNC(=O)CSc1nc(-c2ccccc2)[nH]c1-c1ccc(C)cc1
(57) COc1ccc(NC(=O)C(c2ccc(OC)cc2)N(C)C(=O)Cc2cccs2)cc1 (stereo not given)
(58) C[C@H](CO)N1C[C@H](C)[C@@H](CN(C)C(=O)Nc2ccc3c(c2)OCO3)Oc2c(NC(=O)C3CCCCC3)cccc2C1=O
(59) O=C(CN1CCCCC1)Nc1ccccc1Oc1ccccc1
(60) Cc1nc(C)n(C(C)CNS(=O)(=O)c2ccc(C)c(C)c2)n1 (stereo not given)
assay / entry,56,57,58,59,60
N370S GC,.,-4%,.,2%,2%
FEN1 inh,-18%,1%&-8%,-2%,-15%,16%
TDP1 block,-2%[12.3 µM],6%&-2%,0%,0%,6%

4 entries out of the list above, ordered by the number in FEN1 inh, descending:
(60) Cc1nc(C)n(C(C)CNS(=O)(=O)c2ccc(C)c(C)c2)n1 (stereo not given)
(58) C[C@H](CO)N1C[C@H](C)[C@@H](CN(C)C(=O)Nc2ccc3c(c2)OCO3)Oc2c(NC(=O)C3CCCCC3)cccc2C1=O
(59) O=C(CN1CCCCC1)Nc1ccccc1Oc1ccccc1
(56) COCCCNC(=O)CSc1nc(-c2ccccc2)[nH]c1-c1ccc(C)cc1
assay / entry,60,58,59,56
N370S GC,2%,.,2%,.
FEN1 inh,16%,-2%,-15%,-18%
TDP1 block,6%,0%,0%,-2%[12.3 µM]

Next part
(61) C=CC[C@@H](Cc1ccc(F)cc1)C(=O)OC[C@H]1CCCN1C(=O)[C@H](CC=C)CC(=O)N(CCO)Cc1ccccc1
(62) COc1ccccc1CNC(=O)CCC1N=C2c3ccccc3N=C(SCc3ccc(Cl)cc3)N2C1=O (stereo not given)
(63) CNc1ccc(C(=O)OCC(=O)NC(=O)NC2CCCCC2)cc1[N+](=O)[O-]
(64) CCCCOc1ncnc2c1[nH]c1ccccc12
(65) O=C(c1cc2c(s1)CCCC2)N1CCN(S(=O)(=O)c2ccccc2)CC1
assay / entry,61,62,63,64,65
N370S GC,.,.,.,4%,-2%
FEN1 inh,-24%,-3%,-4%,-6%,-11%
TDP1 block,2%,4%,0%,8%,-4%[0.505 µM]

(66) CCC(CO)NC(=O)c1cc2c(s1)CCC2 (stereo not given)
(67) O=C(CSc1nc(Nc2ccc(F)c(F)c2)c2ccccc2n1)c1ccc(Cl)cc1
(68) CC(OC(=O)c1cccs1)C(=O)NC1CC1 (stereo not given)
(69) COc1ccc(CN(C(=O)c2snc(C(N)=O)c2N)C(C(=O)NC2CCCC2)c2ccc(OC)c(OC)c2)cc1 (stereo not given)
(70) C=CCNc1nc(Cl)nc(Nc2cc(Cl)ccc2OC)n1
assay / entry,66,67,68,69,70
N370S GC,2%[12.8 µM],.,-4%,8%,0%
FEN1 inh,0%,21%,12%,-13%,-1%
TDP1 block,.,-3%,5%,.,4%

(71) O=C(NCC(O)c1ccc([N+](=O)[O-])cc1)C1CCCCC1 (stereo not given)
(72) COc1ccccc1NC(=O)Cc1ccc(-c2ccccc2)cc1
(73) CCc1ccc(NC(=O)CC2C(=O)N(c3ccc(C)cc3)C(=O)N2C2CCCC2)cc1 (stereo not given)
(74) O=C(OCC(=O)N(CCc1ccccc1)Cc1ccccc1)c1ccccc1O
(75) Cc1cccc(C(=O)NCC(c2ccco2)S(=O)(=O)c2cccs2)c1 (stereo not given)
assay / entry,71,72,73,74,75
N370S GC,-9%,-6%,.,5%,.
FEN1 inh,-8%,?,-19%,6%,-8%
TDP1 block,8%,-3%,1%,0%,0%

(76) Cc1c(NC(=O)CSc2ccccc2C(=O)Nc2cccnc2)c(=O)n(-c2ccccc2)n1C
(77) COCCn1c(C(=O)N(C)C)cc2c1C[C@H]1CN(C(=O)c3ccccc3)[C@@](Cc3ccc(F)cc3)(C(=O)OC)[C@@H]21
(78) CCCCn1c(SCC(=O)Nc2nnc(CC)s2)nc2ccccc2c1=O
(79) Cc1cc(C)cc(COc2ccc3c(C)c(CC(=O)O)c(=O)oc3c2C)c1
(80) Cc1c(Cl)cccc1NC(=O)c1nc(C)n(-c2cc(OC(C)C)c(Cl)cc2Cl)n1
assay / entry,76,77,78,79,80
N370S GC,?,4%,2%,3%,5%
FEN1 inh,-7%,.,-3%,-2%,-20%
TDP1 block,-6%,14%,-3%,.,5%

(81) Cc1cccc(C)c1NC(=O)CSc1nnc(-c2ccncc2)n1Cc1ccco1
(82) O=C(NCCS(=O)(=O)N1CCN(c2cccc(Cl)c2)CC1)C1CCCC1
(83) COc1cccc(C2=Nn3c(nnc3-c3cccc(OC)c3OC)SC2)c1
(84) COC(=O)c1ccc(NC(=O)c2ccccc2-c2ccccc2C(=O)O)cc1
(85) Cc1nc2cc(NC(=O)c3cccc(S(C)(=O)=O)c3)ccc2o1
(86) O=C(Nc1ccc(Oc2ccccc2)cc1)C1CCCN(c2ncccn2)C1 (stereo not given)
assay / entry,81,82,83,84,85,86
N370S GC,2%,-7%,-5%,10%,-3%,-1%
FEN1 inh,1%,-10%,.,-1%,-1%,8%
TDP1 block,5%,.,11%,5%,0%,-1%

Bioassay records as filed in PubChem.
